14-3-3g Raf – alters human 14-3-3 gamma binding to Raf peptide; P61981; FP, 14-3-3gamma / TMR-pS259-Raf peptide binding; inhibition, % at 40 µM; actives 0.19% (n = 160,000); AID 422; in the data active means inhibition above about 30%;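 further: 0% = protein plus tracer without compound and 100% = blank with tracer alone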
Target sequence (P61981 whole entry, looked up): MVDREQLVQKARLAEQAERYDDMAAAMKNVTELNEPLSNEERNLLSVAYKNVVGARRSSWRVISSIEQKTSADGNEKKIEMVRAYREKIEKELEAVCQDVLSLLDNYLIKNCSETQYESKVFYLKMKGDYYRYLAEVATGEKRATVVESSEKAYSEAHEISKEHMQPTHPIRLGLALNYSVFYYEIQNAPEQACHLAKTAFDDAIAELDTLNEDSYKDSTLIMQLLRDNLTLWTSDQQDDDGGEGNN
* = called active by the depositor; & = joins results of further samples. The list is partial. The share of hits here may be higher or lower than overall.

| 14-3-3g Raf | Molecule |
| --- | --- |
| -3 | Cc1ccccc1/C=C/C1=NCCN1 |
| -5 | COc1ccc(N=c2scc(-c3ccccc3)n2CC(C)C)cc1 |
| -25 | CCCCCc1nc2cc3nc(CCCCC)oc3cc2o1 |
| 0 | COC(=O)C1[C@H]2C(=O)N(Cc3cccs3)C[C@]23C=C[C@H]1O3 (some centres not stated) |
| -19 | Cc1c(Cl)c(Cl)nc(Cl)c1C(N)=O |
| -1 | Cc1ccc(N2C(=O)C(CCC(=O)O)NC2=S)cc1C (configuration not stated) |
| -5 | Cc1ccccc1-c1ccc2cccc(C)c2n1 |
| -7 | CSc1ncc(C(=O)O)n1-c1ccc(F)cc1 |
| -10 | Cc1cccc(N2C(=O)CC(N(O)c3ccccc3)C2=O)c1 (configuration not stated) |
| -1 | O=C(Nc1ccc(Br)cc1)C1C2C=CC3(O2)C1C(=O)N(C1CC1)C3C(=O)NC1CCCCC1 (configuration not stated) |
| -2 | CCOC(=O)C1CC=C(Cl)CC1C(=O)Nc1nccs1 (configuration not stated) |
| -9 | O=C(Nc1nnc(-c2ccc([N+](=O)[O-])cc2)s1)c1ccccc1[N+](=O)[O-] |
| 0 | COc1ccc(C2=NOC(C(=O)NC3CCCCC3)C2)cc1OC (configuration not stated) |
| -24 | CSCCC(C(=O)N1CCOCC1)N1C(=O)C2C3c4ccccc4C(c4ccccc43)C2C1=O (configuration not stated) |
| -5 | Cc1c(C(=O)Nc2ccccc2C(=O)O)cccc1[N+](=O)[O-] |
| -11 | O=C(Nc1nc(-c2ccccc2)cs1)c1ccc(Br)o1 |
| -3 | COc1ccccc1C(=O)Nc1nc(-c2ccc(Oc3ccccc3)cc2)cs1 |
| -4 | CC1CC(=O)N(c2ccc(N(C)Cc3ccccc3)c([N+](=O)[O-])c2)C1=O (configuration not stated) |
| 4 | Cc1cccc(N2CCN(C(=O)C3CCCN(S(=O)(=O)c4cnc[nH]4)C3)CC2C)c1 (configuration not stated) |
| 0 | O=C(O)CN1C(=O)COc2ccccc21 |
| 0 | COc1ccc2[nH]c(=O)c(CN(Cc3ccco3)Cc3nnnn3Cc3ccccc3)cc2c1 |
| 7 | Cc1nnc(Sc2cc(C(=O)NCCCN3CCC(C)CC3)c3ccccc3n2)s1 |
| 6 | COC(=O)Cn1nc(-c2ccc(C)cc2)c2ccccc2c1=O |
| -12 | Brc1ccc(-c2nc3ccccc3s2)s1 |
| -9 | CC(C)(C)c1ccc(S(=O)(=O)CC(O)CSc2nc3c(cc2C#N)CCCC3)cc1 (configuration not stated) |

Molecules above that have a COOH group, in the order listed:
| 14-3-3g Raf | Molecule |
| --- | --- |
| -1 | Cc1ccc(N2C(=O)C(CCC(=O)O)NC2=S)cc1C (configuration not stated) |
| -7 | CSc1ncc(C(=O)O)n1-c1ccc(F)cc1 |
| -5 | Cc1c(C(=O)Nc2ccccc2C(=O)O)cccc1[N+](=O)[O-] |
| 0 | O=C(O)CN1C(=O)COc2ccccc21 |

Other results
| 14-3-3g Raf | Molecule |
| --- | --- |
| 4 | COc1ccccc1NCc1ccccc1NS(=O)(=O)c1ccc(C)cc1 |
| 6 | O=C(NCc1ccncc1)C(=O)NCc1ccccn1 |
| -14 | O=S1(=O)c2cccc3cccc(c23)N1Cc1ccc(-c2nnco2)cc1 |
| 0 | COc1cc(C(=O)Nc2c3c(nn2-c2ccccc2C)CSC3)cc(OC)c1OC |
| -11 | COc1ccc(CNC(=O)c2cccc([N+](=O)[O-])c2C)cc1 |
| 2 | CN(C)S(=O)(=O)c1ccc2c(c1)nc(CCC(=O)NCC1CCCCC1)n2C |
| 3 | COC(=O)c1ccc(CSc2ncnc3sc(C)c(C)c23)o1 |
| 1 | O=C(c1ccc(Cn2c(=S)[nH]c3ccc(Br)cc3c2=O)cc1)N1CCN(C(=O)c2ccco2)CC1 |
| 10 | COC(=O)C1=C(C)Nc2nnnn2C1c1ccc(OC)cc1 (configuration not stated) |
| -2 | Cc1ccc(NC(=O)CCNS(=O)(=O)c2ccc3c(c2)oc(=O)n3C)cc1 |
| -1 | Cc1cc(C)nc(NC(=O)CSc2nn(C)c(=S)s2)n1 |
| 6 | Cc1nc(O)c(C(c2ccccc2F)C(C#N)C#N)[nH]1 (configuration not stated) |
| -3 | CC(=O)Nc1ccc(N/C=C/C(=O)C(C)(C)C)cc1 |
| -1 | O=C(CCNc1cccc(C(F)(F)F)c1)c1cccs1 |
| -5 | Cc1nc(NCc2ccc3c(c2)OCO3)c2oc3ccccc3c2n1 |
| -1 | C=CCOC(=O)C1=C(C)N=C2SCCC(=O)N2C1c1ccc(F)cc1 (configuration not stated) |
| -16 | CC(Cc1c[nH]c2ccc(Cl)cc12)N=Cc1ccc(N(C)C)cc1 (configuration not stated) |
| 4 | CCNC(=O)CCc1nc(-c2ccc(C(C)(C)C)cc2)no1 |
| 0 | CCOC(=O)c1sc(NC(=O)c2ccc(C)o2)nc1C |
| -38 | C1=C(N2CCOCC2)/C(=C/c2nc3ccccc3[nH]2)CC1 |
| 7 | CCOC(=O)N1CCC(NC(=O)c2cc(C(=O)Nc3cccc(OC)c3)ccc2CO)CC1 |
| -10 | CC(=O)N1c2c(cc(Br)cc2S(=O)(=O)NC2CCCCC2)CC1C (configuration not stated) |
| -10 | Brc1ccccc1-c1nnc(CSc2nnnn2-c2ccccc2)o1 |
| 0 | CCOC(=O)c1c(C)oc2ccc(OC(C)C(=O)OCC)cc12 (configuration not stated) |
| -4 | CN(C(=O)CCNC(=O)Cn1ccc2ccccc2c1=O)c1ccc(Br)cc1 |

Fetched one by one from the entries so far (3):
| 14-3-3g Raf | Molecule |
| --- | --- |
| -4 | CN(C(=O)CCNC(=O)Cn1ccc2ccccc2c1=O)c1ccc(Br)cc1 |
| -10 | Brc1ccccc1-c1nnc(CSc2nnnn2-c2ccccc2)o1 |
| -11 | COc1ccc(CNC(=O)c2cccc([N+](=O)[O-])c2C)cc1 |

Next part
| 14-3-3g Raf | Molecule |
| --- | --- |
| -1 | CCCOC(=O)c1ccc(NC(=O)COc2ccc(Cl)cc2)cc1 |
| 3 | Cc1ccc(CN2C(=O)CN(C3CCCC3)C(=O)C2c2ccc(F)cc2)cc1 (configuration not stated) |
| -4 | O=C(c1nc2ncccn2n1)N1CCc2ccccc2C1 |
| 3 | CC(C)(C)n1cnc2cc(NCc3cccc(Br)c3)ccc21 |
| 2 | CCCN(CCC)C(=O)CCS(=O)(=O)c1cccc2nsnc12 |
| -13 | Cc1cccc(NC(=O)c2cc(S(=O)(=O)N3CCN(c4cccc(C)c4C)CC3)ccc2F)c1C |
| -3 | COC(=O)C1C(=O)C2=C(CC1C)NC(C)=C(C(=O)OC1CCCC1)C2c1ccc(OC)cc1OC (configuration not stated) |
| -16 | CCCCN(CC)S(=O)(=O)c1ccc(C(=O)Nc2ccc3c(c2)C(=O)c2ccccc2C3=O)cc1 |
| 1 | Cc1ccc(CNC(=O)CN(c2cc(C(F)(F)F)ccc2Cl)S(C)(=O)=O)cc1 |
| -18 | COc1cc2[nH]c(=S)nc(NCc3cccc(Cl)c3)c2cc1OC |
| 2&-3 | S=c1nc(-c2ccccc2Cl)[nH][nH]1 |
| -3 | Cc1ccc(S(=O)(=O)NCCCCCC(=O)N(C)C)cc1 |
| -20 | CN(C)S(=O)(=O)c1ccc(C(=O)Nc2ccc(-n3nncc3C34CC5CC(CC(C5)C3)C4)cc2)cc1 |
| -2 | O=c1c2c3c(sc2n(Cc2cc(=O)n4ccccc4n2)c(=O)n1-c1ccccc1)CCC3 |
| 4 | Cn1c(SCC(=O)NCc2ccco2)nc2ccccc2c1=O |
| -4 | COc1cc(C(=O)NC2CC3CCCC(C2)N3CC(=O)Nc2ccccc2)cc(OC)c1OC (configuration not stated) |
| -1 | Cc1cc(NC(=O)COC(=O)CCCOc2ccc(Cl)cc2C)no1 |
| 3 | O=C(O)c1ccc(CSCc2ccccc2F)o1 |
| -1 | O=C(NCCc1c[nH]c2ccccc12)c1cc(S(=O)(=O)N2CCCCC2)ccc1N1CCOCC1 |
| 0 | CCC1CCCCN1C(=O)COc1cc(=O)n(C)c2ccccc12 (configuration not stated) |
| -5 | Cc1cccc(CCNC(=O)C2CCC(=O)N2Cc2ccc(F)cc2)c1 (configuration not stated) |
| 3 | C=CCn1c(SCC(=O)Nc2ccccc2F)nc2sc3c(c2c1=O)CCC3 |
| -2 | Cc1ccc(NC(=O)c2ccc3c(=O)n(Cc4ccccc4)c(=S)[nH]c3c2)cc1C |
| 4 | CCCC1=NN(C(=O)c2cccc(Cl)c2)C(O)(C(F)(F)F)C1 (configuration not stated) |
| -2 | NC(=O)CCN1C(=O)c2ccccc2C1=O |
| 5 | COc1cc(C(=O)Nc2c(C)n(C)n(-c3ccccc3)c2=O)cc(OC)c1OC |
| -48 | COc1ccc(N2C3=C(C(=O)CC(C)(C)C3)C(c3ccccc3)C3=C2c2ccccc2C3=O)cc1 (configuration not stated) |
| -60 | c1coc(-c2nc3sc4c(NC5CCCCC5)ncnc4c3c3c2CCCC3)c1 |
| -5 | O=C(O)c1cnn2c1NC(c1ccc(F)cc1)CC2C(F)(F)F (configuration not stated) |
| -10 | Cn1nccc1C(=O)Nn1cnnc1 |
| -5 | COc1ccc(C2=NOC(C(=O)NC(C)(C)C)C2)cc1 (configuration not stated) |
| -2 | Cc1ccc(Cl)cc1N(Cc1ccc(C(=O)NCC2CCCO2)cc1)S(=O)(=O)c1ccccc1 (configuration not stated) |
| -3 | CCn1c(SCC(=O)Nc2ccc(OCc3ccccc3)cc2)nnc1-c1ccco1 |
| -10 | Cc1cc(NC(=O)CSc2ccc3nnc(-c4ccccc4)n3n2)no1 |
| -3 | CCn1c(COc2ccc(C)cc2)nnc1SCC(=O)Nc1cc(OC)ccc1OC |
| 4 | NC(=O)c1ccccc1NC(=O)CN1CCCCC1 |
| -3 | O=C(/C=C\Nc1ccccn1)c1ccccc1 |
| -6 | CC(C)C1N=C2c3ccccc3N=C(SCC(N)=O)N2C1=O (configuration not stated) |
| 0 | O=C(Oc1ccc(OCc2ccccc2)cc1)c1ccccc1Cl |
| -5 | CS(=O)(=O)NCc1ccc(C(=O)NCCOc2ccccc2)cc1 |
| -1 | CC1CC(C)(C)NC(=S)N1CC(=O)N1CCN(Cc2ccc3c(c2)OCO3)CC1 (configuration not stated) |
| -4 | COC(=O)c1cc(-c2ccc([N+](=O)[O-])cc2)nc2ccccc12 |
| 5 | O=c1[nH]cnc2c1nnn2Cc1ccccc1 |
| -7 | CCCC(=O)Nc1cc(C(=O)O)ccc1Sc1ccccc1 |
| -8 | Cc1sc2ncnc(SCC(=O)NC(=O)NCc3ccco3)c2c1C |
| -3 | CCOc1ccc(CNC(=O)c2cn(C)c(=O)c3c2c2ccccc2n3C)cc1 |
| 9 | CCOC(=O)c1cc(-c2ccc(OC)c(OC)c2)no1 |
| -8 | COc1ccc(Nc2nc(N3CCOCC3)nc(C)c2[N+](=O)[O-])cc1 |
| -14 | CC=CCn1c(SCC=C(C)Cl)nc2c1c(=O)[nH]c(=O)n2C |
| -4 | CCN1CCN(C(c2ccco2)c2sc3nc(C)nn3c2O)CC1 (configuration not stated) |

More results follow:
| 14-3-3g Raf | Molecule |
| --- | --- |
| -1 | COc1ccc2nc(NCCCNC(=O)c3cc(OC)c(OC)c(OC)c3)c(C#N)cc2c1 |
| 2 | CCCc1cc(C(=O)Nc2nccs2)cs1 |
| 5 | CCOC(=O)c1cccc(NC(=O)Nc2cc(OC)ccc2OC)c1 |
| 3 | Cc1ccc(S(=O)(=O)C2(S(=O)(=O)c3ccc(C)cc3)CCCC2)cc1 |
| -2 | CCOC(=O)CSc1nc2sc3c(c2c(=O)[nH]1)CCCC3 |
| 3 | O=C(Oc1ccc(OC(=O)c2ccco2)c(Cl)c1)c1ccco1 |
| -10 | CC(=O)Nc1cccc(NC(=O)c2sc3nc(-c4ccccc4)cn3c2C)c1 |
| -2 | CCCCCn1c(N2CCN(c3cccc(Cl)c3)CC2)nc2c1c(=O)[nH]c(=O)n2C |
| -3 | NC(=O)c1ncn([C@@H]2O[C@H](CO)[C@@H](O)[C@H]2O)n1 |
| -4 | Cc1cc(NC(=O)COC(=O)CCC(=O)c2ccc(F)cc2)no1 |

By substructure: those above containing a CF3 group (four)
| 14-3-3g Raf | Molecule |
| --- | --- |
| -1 | O=C(CCNc1cccc(C(F)(F)F)c1)c1cccs1 |
| 1 | Cc1ccc(CNC(=O)CN(c2cc(C(F)(F)F)ccc2Cl)S(C)(=O)=O)cc1 |
| 4 | CCCC1=NN(C(=O)c2cccc(Cl)c2)C(O)(C(F)(F)F)C1 (configuration not stated) |
| -5 | O=C(O)c1cnn2c1NC(c1ccc(F)cc1)CC2C(F)(F)F (configuration not stated) |

Screening results (PubChem BioAssay)
